Screening results: PubChem, National Center for Advancing Translational Sciences (NCATS)
FBPA Giardia inh – qHTS Assay for Inhibitors of Fructose-1,6-bisphosphate Aldolase from Giardia Lamblia; purified Giardia FBPA; Potency, µM (doses to about 59.6 µM), inactives show at the top dose activity, negative = inhibition, actives largely listed as inhibitors; actives 0.71% (n = 290,000); further: potency means the concentration at half of the fitted maximal effect; nearly all actives have a fitted effect of over 55% in size
Target sequence (A8B2U2 whole entry, looked up): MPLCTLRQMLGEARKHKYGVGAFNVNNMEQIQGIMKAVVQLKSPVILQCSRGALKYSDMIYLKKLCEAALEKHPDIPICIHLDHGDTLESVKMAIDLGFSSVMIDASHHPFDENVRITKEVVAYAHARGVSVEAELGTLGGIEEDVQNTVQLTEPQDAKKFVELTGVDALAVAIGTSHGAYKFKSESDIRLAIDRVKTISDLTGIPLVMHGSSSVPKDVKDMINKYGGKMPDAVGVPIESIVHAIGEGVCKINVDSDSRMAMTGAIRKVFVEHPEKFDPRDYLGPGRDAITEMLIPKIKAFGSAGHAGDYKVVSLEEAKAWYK
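40 nM FBPA preincubated 10 min at RT with compound (up to 57.5 uM final), then substrate plus GAPDH/TPI/NAD/arsenate coupling and diaphorase/resazurin added. Fluorescence read after 20 min at RT, 525/598 nm.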
AMA1 RON2 block – qHTS for Inhibitors of AMA1-RON; Towards Development of Antimalarial Drug Lead: Primary Screen | Potency, µM (top dose mostly 58.2 µM), inactives show top-dose activity change, negative = inhibition, hits mostly inhibitors | Plasmodium falciparum AMA1 (3D7) - RON2 peptide interaction | actives 0.2% (n = 360,000) | AID 720542, 2013 | AlphaScreen AMA1-biotinylated RON2 peptide binding;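 further: potency means the concentration at half of the fitted maximal effect; 0% = vehicle wells and -100% = peptide control; nearly all actives have a fitted effect of over 45% in size; some results filed as inactive show a strong effect at the top dose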
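AMA1 (3D7) with his tag at 25 nM final met compounds first, then biotinylated RON2 peptide at 25 nM; detection used donor plus acceptor beads, 10 µg/mL apiece, read by AlphaScreen after 30 min at room temperature.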
AmpC no deterg – qHTS Inhibitors of AmpC Beta-Lactamase (assay without detergent). actives 0.52% (n = 330,000). P00811. AmpC nitrocefin hydrolysis, absorbance 480 nm, 0.0001% Triton. Potency, µM (series often up to 57.1 µM), for the others: top-dose activity change, negative = inhibition, hits mostly inhibitors;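 further: potency means the concentration at half of the fitted maximal effect; plate controls were no compound for no effect and no enzyme for full effect; nearly all actives have a fitted effect of over 20% in size; some results filed as inactive show a strong effect at the top dose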
Target sequence (P00811 whole entry, looked up): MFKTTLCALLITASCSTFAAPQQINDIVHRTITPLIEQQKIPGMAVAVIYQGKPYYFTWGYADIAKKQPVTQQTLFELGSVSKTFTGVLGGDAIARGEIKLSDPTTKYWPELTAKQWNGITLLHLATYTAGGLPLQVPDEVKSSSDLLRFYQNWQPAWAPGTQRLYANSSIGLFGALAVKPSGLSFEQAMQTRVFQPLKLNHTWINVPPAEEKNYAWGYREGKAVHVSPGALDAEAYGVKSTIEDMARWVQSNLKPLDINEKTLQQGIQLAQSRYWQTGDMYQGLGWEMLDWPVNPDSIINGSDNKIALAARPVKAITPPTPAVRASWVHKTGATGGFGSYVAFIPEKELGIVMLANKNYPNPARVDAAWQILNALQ
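AmpC (5.3 nM in the dispensed reagent) in 20 mM phosphate pH 7.0 with 0.01% (detergent screen) or 0.0001% Triton X-100 was preincubated with compounds for 15 min at room temperature. Nitrocefin was then added from an 800 uM solution, and hydrolysis was followed at 480 nm.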
Sm TGR block – qHTS Assay for the Inhibitors of Schistosoma Mansoni Peroxiredoxins; Schistosoma mansoni thioredoxin glutathione reductase (TGR), Q962Y6; actives 3% (n = 360,000); Potency, µM (titrated, usually from 114 µM), without a hit: at the top dose activity change, negative = inhibition, hits mostly inhibitors; purified TGR, DTNB reduction, TNB absorbance 405 nm; further: potency means the concentration at half of the fitted maximal effect; nearly all actives have a fitted effect of over 60% in size
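First, TGR (20 nM dispensed) and NADPH were mixed with compound. Second, a 15 min room-temperature incubation followed. Third, further NADPH and then DTNB were added to start the reaction. Finally, TNB absorbance was monitored kinetically.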
HCMV inh – qHTS Assay for inhibitors of the human cytomegalovirus (HCMV). HFF cells, HCMV-luciferase reporter, 72 h; hits give low values. activity change, negative = inhibition, % at 57.5 µM. actives 4.5% (n = 410,000). AID 1259415, 2018; in the data active means activity change below about -60%; inconclusive means no clear call, values can overlap the other calls; inactive means above about -39%
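Luciferase read-out from HCMV-luciferase-infected HFFs (MOI 1 PFU/cell) 72 h post infection at 37C; compounds added after 16 h cell attachment; activity normalized between buffer-only basal and Salinomycin (10uM) inhibitor controls.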
AmpC inh detg – qHTS Inhibitors of AmpC Beta-Lactamase (assay with detergent); P00811; AmpC hydrolysis of nitrocefin, absorbance 480 nm, 0.01% Triton; Potency, µM (series often up to 114 µM), for inactives: at the top dose activity change, negative = inhibition, usual class: inhibitors; actives 0.041% (n = 370,000); AID 485294, 2010;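 further: potency means the concentration at half of the fitted maximal effect; 0% = no-compound wells and -100% = no-enzyme wells; nearly all actives have a fitted effect of over 25% in size; some results filed as inactive show a strong effect at the top dose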
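AmpC (5.3 nM in the dispensed reagent) in 20 mM phosphate pH 7.0 with 0.01% (detergent screen) or 0.0001% Triton X-100 was preincubated with compounds for 15 min at room temperature. Nitrocefin was then added from an 800 uM solution, and hydrolysis was followed at 480 nm.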
* marks the source's active call; other numbers are inactive results; ? = inconclusive; . = not tested or not shown; & = joins results of further samples; [ ] = remark or other dose. Unless noted, the call rests on the fitted dose curve; in most records, active means well fitted curve in the direction sought with a large enough effect; inconclusive means small, poorly fitted or top-dose-only effect, or another doubt; inactive means no such curve, though single readings can be large; an effect the other way counts as inactive or inconclusive. Unless noted, on the % scale 0 is the no-effect control and ±100 the full control effect.

Molecule,HCMV inh,AMA1 RON2 block,AmpC inh detg,FBPA Giardia inh,Sm TGR block,AmpC no deterg
COc1ccc(NC(=O)c2coc(C)c2)cc1,48,0%,2%,3%,0%,-20%
CCOC(=O)C1CCCN(C(=O)c2cccc(S(=O)(=O)N3CC(C)OC(C)C3)c2)C1 (stereo not drawn),-24,4%,0%,-3%,0%,38%
Cc1ccc(C)n1-c1nnc(N2CCCC(C(=O)NCc3cccc(F)c3)C2)s1 (stereo not drawn),-34,.,-1%,.,-34%,.
COc1ccc(CC(NC(C)=O)C(=O)NC2CCN(S(=O)(=O)c3cccc4ccccc34)CC2)cc1OC (stereo not drawn),12,0%,4%,-3%,?,47%
COc1cc2c(cc1OC)CN(C(=O)c1ccc(Br)o1)CC2,-10,-5%,-3%,-8%,40µM*,0%
CC(C)(COC(=O)Nc1ccccc1)COC(=O)Nc1ccccc1,-7,20%,7%,-5%,19%,-21%
CCn1cc(C(=O)NC2CCCCCC2)c(=O)c2ccc(C)nc21,-27,15%,?,-13%,-29%,2%
COc1ccc(-n2nc(C(=O)NCC(=O)NCC3COc4ccccc4O3)c3ccccc3c2=O)cc1 (stereo not drawn),-34,-2%,-10%,7%,8%,15%
CCc1c(C(=O)Nc2ccc(OC)c(Cl)c2)[nH]c(C)c1C(C)=O,58,-10%,-12%,-4%,0%,-25%
CCCNC(=O)NC(C(=O)OC)C12CC3CC(CC(C3)C1)C2 (stereo not drawn),-26,1%,-1%,2%,-1%,4%
O=c1c2cnn(-c3ccccc3)c2nc(-c2cccs2)n1-c1cccc(Cl)c1,-76*,1%,-15%,27%,1%,-23%
Cc1ccc(S(=O)(=O)N2CCCN(S(=O)(=O)c3ccc4ccccc4c3)CC2)cc1,-32,-7%,-11%,6%,-6%,-13%
CC(=O)N1N=C(c2ccccc2)OC1(C)CC(=O)Nc1ccccc1 (stereo not drawn),9,4%,11%,-6%,6%,14%
CCN(CC)C(=O)c1ncn(C)c1C(=O)N(CC)CC,-66*,21%,.,.,.,-14%
Cc1ccc(S(=O)(=O)N(CC2CO2)c2cc(Cl)ccc2Cl)cc1 (stereo not drawn),3,8%,?,7%,-10%,-29%
Cn1ncc2c(=O)[nH]cnc21,?,3%,1%,5%,-9%,0%
CCN(CC)CCCNC(=O)c1nn(C)c2c1CS(=O)(=O)c1ccccc1-2,0,.,5%,.,0%,.
O=C(Nc1ccc(F)c(F)c1)c1ccc(-n2cncn2)c([N+](=O)[O-])c1,-18,6%,4%,.,4%,-3%
O=C(NS(=O)(=O)c1ccccc1[N+](=O)[O-])c1ccccc1,27,7%,3%,.,-25%,3%
CCc1ccc([C@@H]2CC=C(C(=O)O)[C@H](c3ccc(C)cc3)N2S(=O)(=O)c2ccc(C)cc2)cc1,-20,16%,.,.,.,-20%
O=C(NCc1ccco1)c1nn(-c2ccccc2)c(=O)c2ccccc12,7,-4%,-9%,0%,-20%,-17%
COc1ccc(C(=O)OC(C)C(=O)NCC2CCCCC2)cc1S(=O)(=O)N1CCOCC1 (stereo not drawn),0,0%,-1%,.,3%,57%
S=C(NCCc1ccccc1)N/N=C/C1CCCCC1,.,.,-15%,-2%,-1%,-29%
COC(=O)[C@H](Cc1ccc(O)cc1)NC(=O)Cn1cnc2c(NCc3ccccc3)ncnc21,-9,7%,.,.,.,-24%
CN(C)CCOC(=O)CC12CC3CC(C1)CC(CC(=O)OCCN(C)C)(C3)C2,-27,4%,5%,-9%,3%,-11%
O=C(NCCC(=O)N(Cc1ccco1)Cc1cccs1)c1ccc(Br)cc1,-26,36%[activator],7%,.,-20%,-10%
Cc1onc(-c2ccccc2Cl)c1C(=O)N1CCCc2ccccc21,-11,-6%,-22%,-6%,3%,17%
Cc1ccc(CNC(=O)c2ccc(N3CCC4(CC3)CC(c3ccccc3)=NO4)c(NC(=O)c3cccc(C)c3)c2)cc1,-21,7%,-12%,.,-2%,-31%
O=C(Cn1nc(C(=O)O)c2ccccc2c1=O)Nc1ccc(F)cc1F,-18,6%,-1%,9%,3%,10%
COc1ccc(-n2nc(C(=O)NCC(=O)NCCCN3CC(C)CC(C)C3)c3ccccc3c2=O)cc1OC (stereo not drawn),20,-3%,-11%,-7%,-1%,2%

Further entries.
Molecule,HCMV inh,AMA1 RON2 block,AmpC inh detg,FBPA Giardia inh,Sm TGR block,AmpC no deterg
CN1C(=O)COc2ccc(C(=O)c3ccccc3C(=O)O)cc21,-5,2%[2.32 µM],-5%,9%,1%,3%
COc1ccc(CNS(=O)(=O)c2cc(C(=O)Nc3cc(Cl)cc(Cl)c3)ccc2F)cc1,-78*,.,17%,.,13%,.
O=C(CNC(=O)c1ccccc1F)NCc1cccnc1,9,21%,-7%,-4%,-6%,-24%
COc1cccc(Cn2c(NCC(C)C)nc3c2c(=O)n(C)c(=O)n3C)c1,1,16%,3%,-3%,-18%,19%
Cc1ccc(OCC(=O)NCCNC(=O)c2ccncc2)cc1,-26,0%,-10%,-4%,-2%,-5%
CCCOC(=O)Nc1nc2ccccc2o1,31,13%,-15%,0%,-2%,-18%
Cc1ccccc1NC(=S)NC(=O)/C=C/c1ccco1,-16,23%,-3%,-29%,6.3µM*,5.6µM*
CSc1nnc(Cc2ccc3c(c2)OCO3)o1,16,27%,?,1%,35%,-14%
CS(=O)(=O)N(CC(=O)NC1CCCC1)c1ccc(Oc2ccccc2)cc1,-3,-3%,-6%,-4%,-10%,50%
CC(C(=O)NCC1CCCCC1)N1CCN(S(=O)(=O)c2cccs2)CC1 (stereo not drawn),-29,5%,-6%,.,-10%,65%[activator]
NC1C=CC=C(C(=O)O)C1 (stereo not drawn),-5,1%,.,-1%,.,.
NC(=O)c1ccc(N2CCN(c3ccccc3F)CC2)c([N+](=O)[O-])c1,-27,-18%,0%,-1%,3%,-19%
CCc1ccccc1NC(=O)c1cc(=O)c2ccccc2o1,43,4%,-3%,0%,-7%,-13%
OCCC1CN(Cc2ccc(Oc3ncccn3)cc2)CCN1C1CCCCC1 (stereo not drawn),-25,-1%,-7%,0%,-11%,-22%
Cc1ccc(OCC(=O)NN=C2c3ccccc3-c3ccccc32)cc1,-20,7%,?,2%,13%,-11%
O=C(/C=C/c1ccc2c(c1)OCO2)c1ccc(F)cc1,85,-6%,-14%,-3%,-15%,-26%
Cc1nn(C)c(C)c1NC(=O)Nc1ccc(Cl)c(Cl)c1,-23,-8%,3%,-5%,0%,-36%
Cc1cccc(C(=O)NCCCNC(=O)c2cccc(C)c2)c1,-29,-5%,2%,9%,12%,-3%
Cc1ccc(Cl)cc1N1CCN(S(=O)(=O)c2ccc3[nH]c(=O)ccc3c2)CC1,-6,0%,-1%,3%,5%,-34%
COc1cccc(COC(=O)c2nn(-c3ccccc3)nc2N)c1,-25&3,-19%,2%&0%,-1%,-1%&2%,-6%
Cc1cc(C)c(-n2nnnc2SCC(=O)c2cc3ccccc3o2)c(C)c1,?,-26%,2%,5%,-2%,-1%
COC(c1ccccc1)c1nnc(CCC(=O)NCc2ccc3ncccc3c2)o1 (stereo not drawn),-22,8%,-7%,-2%,0%[57.1 µM],1%
CC(C)(C)c1ccc(NC(=O)CN2C(=O)NC(C)(C3CC3)C2=O)cc1 (stereo not drawn),-15,18%,7%,.,-2%,-2%
CN1CCN(c2ccc(Cl)cc2NC(=O)c2cccc(S(=O)(=O)N(C)C)c2)CC1,-2,-2%,-7%,-9%,4%,54%
CC(C)(C)c1ccc(OCCCC(=O)Nc2ccc(S(N)(=O)=O)cc2)cc1,?,14%,?,-12%,1%,-52%
CCN(CC(=O)Nc1cc(Cl)ccc1C)C(=O)Cc1ccsc1,-11,-3%,2%,.,-10%,-6%
CCOc1ccccc1C(=O)NCCCN1CCN(CCCNC(=O)c2ccccc2OCC)CC1,6,-7%,-3%,7%,-14%,81%[activator]
O=S(=O)(c1ccc(Oc2ccc(S(=O)(=O)N3CCOCC3)cc2)cc1)N1CCOCC1,-66*,-1%,-20%,5%,0%,1%
Cc1cc(C)c(N)cc1C,-24,0%,-11%,.,-15%,-8%
COCC(=O)N1CCC(Oc2ccc(C(=O)NCc3cnc(C)cn3)cc2)CC1,42,57%[activator],6%,15%,38%[activator],-13%

Other results
Molecule,HCMV inh,AMA1 RON2 block,AmpC inh detg,FBPA Giardia inh,Sm TGR block,AmpC no deterg
Cc1nc(CN2CCN(S(=O)(=O)c3c(Cl)cc(Br)cc3Cl)CC2)cs1,-24,-12%,?,.,-1%,118%[activator]
CCCCCCn1c(SCC(=O)c2c(N)n(C)c(=O)n(C)c2=O)nc2ccccc21,?,0%,1%,-8%,-11%,-18%
COC(=O)c1sc(S(=O)(=O)Nc2ccc(C)c(C)c2)c(C(=O)OC)c1C,-39,17%,?,2%,0%,-33%
Cc1ccc(C(=O)N/C(=C\c2sccc2C)C(=O)NCCCN2CCOCC2)cc1,22,-2%,2%,.,-18%,31%
CCN(CC)CCCNC(CC(=O)Nc1cccc([N+](=O)[O-])c1)C(=O)O (stereo not drawn),?,17%,-5%,-7%,-8%,-21%
Cc1cccc(NC(=S)NNC(=S)NCc2ccccc2)c1,40,22%,-2%,18%,-5%,-43%
COCCCNC(=O)C1CCCN(S(=O)(=O)c2ccc(C)cc2)C1 (stereo not drawn),-13,6%,-13%,8%,-8%,-13%
COc1ccccc1N1CCN(c2ncccc2-c2nc(-c3ccc(Cl)cc3)no2)CC1,16,.,1%,.,-7%,.
COc1ccc(Cn2c(NCC(C)C)nc3c2c(=O)n(C)c(=O)n3C)cc1,-1,.,2%,.,-9%,.
CCC(=O)NNC(=O)CSc1nnc(-c2ccccc2)c(-c2ccccc2)n1,-10,54%[activator],?,1%,-2%,-8%
COc1ccc(-n2ccn(CC(=O)Nc3ccccc3C(F)(F)F)c(=O)c2=O)cc1OC,53,.,25%,.,-5%,.

Retrieved one by one from the list above, 3 records:
Molecule,HCMV inh,AMA1 RON2 block,AmpC inh detg,FBPA Giardia inh,Sm TGR block,AmpC no deterg
CCCOC(=O)Nc1nc2ccccc2o1,31,13%,-15%,0%,-2%,-18%
O=C(NS(=O)(=O)c1ccccc1[N+](=O)[O-])c1ccccc1,27,7%,3%,.,-25%,3%
CC(=O)N1N=C(c2ccccc2)OC1(C)CC(=O)Nc1ccccc1 (stereo not drawn),9,4%,11%,-6%,6%,14%
